# Bioassay records as filed in PubChem.
# Vif-A3G inh = qHTS for Inhibitors of Vif-A3G Interactions: qHTS | Potency, µM (titrated, usually from 46.1 µM), without a hit: at the highest dose activity, negative = active, actives largely listed as inhibitors | AID 602310, 2012 | DNA dC->dU-editing enzyme APOBEC-3G (Homo sapiens), Q9HC16 | HeLa A3G-eYFP + Vif (tagged APOBEC3G with the HIV-1 protein that degrades it), YFP fluorescence, overnight | 0.076% of 410,000 active;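 note: potency is the fitted concentration of half-maximal effect; % is set by controls: 0 for no effect and ±100 for the full control effect; nearly all actives have a fitted effect of over 60% in size; hits raise eYFP signal because A3G escapes Vif-driven loss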
#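 Read-out is eYFP fluorescence (Ex 488/Em 500-530) from Vif-expressing HeLa A3G-eYFP cells; more signal means A3G escaped Vif-mediated degradation. Cells plated overnight, compound pinned in, incubated overnight at 37 deg C.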
# ALOX12 inh = Primary qHTS assay for inhibitors of human arachidonate 12S-lipoxygenase (ALOX12): Round 2 | purified 12hLO, xylenol orange hydroperoxide absorbance | AID 1671190, 2021 | Polyunsaturated fatty acid lipoxygenase ALOX12 (Homo sapiens), P18054 | Potency, µM (titrated, usually from 108 µM), for the others: at the top dose activity change, negative = inhibition, most hits filed as inhibitors | 1.1% of 580,000 active; note: potency is the fitted concentration of half-maximal effect; % is set by controls: 0 for no effect and ±100 for the full control effect
# Target sequence (P18054 whole entry, looked up): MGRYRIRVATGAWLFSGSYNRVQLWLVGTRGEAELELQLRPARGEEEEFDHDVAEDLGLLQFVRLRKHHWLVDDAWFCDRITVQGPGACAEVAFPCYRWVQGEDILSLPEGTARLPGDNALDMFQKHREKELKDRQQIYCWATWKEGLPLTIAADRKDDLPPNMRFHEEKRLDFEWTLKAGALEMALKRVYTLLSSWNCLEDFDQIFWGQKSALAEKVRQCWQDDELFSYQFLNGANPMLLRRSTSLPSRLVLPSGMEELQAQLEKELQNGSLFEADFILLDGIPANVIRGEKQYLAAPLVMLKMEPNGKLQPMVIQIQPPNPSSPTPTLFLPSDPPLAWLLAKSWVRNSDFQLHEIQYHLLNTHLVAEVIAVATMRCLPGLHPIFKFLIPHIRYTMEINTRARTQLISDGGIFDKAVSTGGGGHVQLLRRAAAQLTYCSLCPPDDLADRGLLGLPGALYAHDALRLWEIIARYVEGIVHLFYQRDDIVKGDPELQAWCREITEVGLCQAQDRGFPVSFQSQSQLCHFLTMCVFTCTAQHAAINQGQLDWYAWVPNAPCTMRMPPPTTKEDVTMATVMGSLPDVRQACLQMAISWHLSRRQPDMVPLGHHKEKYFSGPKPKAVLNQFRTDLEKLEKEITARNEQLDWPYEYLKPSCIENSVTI
#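 Purified human 12hLO at 150 nM in 25 mM Hepes, 0.01% Triton X-100, pH 7.0, preincubated 15 min at room temperature with compound. Reaction started with 40 uM arachidonic acid, 30 min at room temperature. Hydroperoxide measured by Fe-xylenol orange, 573/405 nm absorbance ratio.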
# ERG Ets-DNA blk = qHTS for Small Molecule Inhibitors of the ERG Ets/DNA interaction; Transcriptional regulator ERG (Homo sapiens), P11308; fluorescence polarization, His-ERG Ets domain / labelled DNA; Potency, µM (highest dose often 76.9 µM), for the others: top-dose FP activity, negative = inhibition, usual class: inhibitors; 0.028% of 370,000 active; AID 624246, 2012; active = well fitted inhibition curve with a large enough effect in the polarisation, with a control signal flat; inconclusive = small, poorly fitted or top-dose-only effect, or effect the other way, or a change in a side signal; inactive = no such curve, though single readings can be large or run the other way; the % refers to the polarisation;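 note: polarization taken with two DNA probes labelled with fluorescein and Texas red; potency is the fitted concentration of half-maximal effect; % of control where 0% means no effect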
#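 His-tagged ERG Ets domain (1 uM in the protein solution; 300mM KCl, 50mM Tris-HCl, 1mM EDTA, 1mM DTT, pH 7.5) received compound, then a probe mix of 5 nM fluorescein-DNA and 100nM Texas-615-DNA. Fluorescence polarization was read for both dyes.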
# D2 agonist = HTS Assay for Allosteric Agonists of the Human D2 Dopamine Receptor: Primary Screen for Agonists; D(2) dopamine receptor (Homo sapiens), P14416; HEK293 T-REx D2 cells, calcium flux agonist mode; activation, % at 2 µM; 0.53% of 340,000 active; AID 485358, 2010;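 active = activation over 3 SD above normal in the single-dose calcium agonist read, cut at about 30% in these data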; note: 0% is about no effect
#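 Tetracycline-induced HEK293 T-REx cells with force-coupled D2 receptor, plated overnight at 30 C, loaded with no-wash calcium dye. After a 10 s baseline, compound was pin-added and calcium flux read kinetically for 180 s; calcium rises flagged agonists.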
# RGS4 inh = Inhibitors of Regulator of G Protein Signaling (RGS) 4: qHTS. Regulator of G-protein signaling 4 (Homo sapiens), P49798. Transcreener GDP fluorescence polarization, RGS4-accelerated GTP hydrolysis. Potency, µM (highest dose often 114 µM), inactives show at the highest dose activity change, negative = inhibition, hits mostly inhibitors. 0.039% of 390,000 active; note: potency is the fitted concentration of half-maximal effect; % is set by controls: 0 for no effect and ±100 for the full control effect; nearly all actives have a fitted effect of over 75% in size; some results filed as inactive show a strong effect at the top dose
# Target sequence (P49798 whole entry, looked up): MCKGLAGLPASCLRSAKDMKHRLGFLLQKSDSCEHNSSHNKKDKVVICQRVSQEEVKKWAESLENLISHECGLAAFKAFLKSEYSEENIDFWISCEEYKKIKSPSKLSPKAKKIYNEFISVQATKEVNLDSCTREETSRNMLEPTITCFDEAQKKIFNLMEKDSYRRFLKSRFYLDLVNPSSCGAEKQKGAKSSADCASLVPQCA
#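 MLSMR compounds (23 nl, pin-transferred) preincubated 10 min at room temperature with a 500nM (2x) first reagent, then RGS4 at 900nM (2x) plus Transcreener GDP mix added; fluorescence polarization (620/688 nm) read before and after 90 min at 30 °C.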
# Vif-APOBEC3F blk = qHTS for Inhibitors of Vif-A3F Interactions: qHTS; Potency, µM (titrated, usually from 46.1 µM), for the others: at the highest dose activity, negative = active; HeLa A3F-eYFP + Vif (tagged APOBEC3F with the HIV-1 protein that degrades it), YFP fluorescence increase; AID 602313, 2012; 0.2% of 390,000 active; note: potency is the fitted concentration of half-maximal effect; % of control where 0% means no effect; nearly all actives have a fitted effect of over 65% in size
#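 HeLa cells stably expressing A3F-eYFP plus Vif, plated and incubated overnight at 37 deg C, then exposed to compounds overnight at 37 deg C. Blocked degradation read as raised yellow fluorescence (Ex 488/Em 500-530).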
# GRP78 ERSR act = qHTS for Inducers of the Endoplasmic Reticulum Stress Response (ERSR) in Human Glioma: qHTS; Potency, µM, without a hit: at the top dose activation, actives largely listed as activators; 0.02% of 420,000 active; U87-MG GRP78 promoter luciferase reporter, 16 h; note: potency is the fitted concentration of half-maximal effect; series mostly up to about 76 µM; % of control where 0% means no effect; nearly all actives have a fitted effect of over 35% in size
#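 Stably transfected U87-MG glioma cells carrying a GRP78-based luciferase sensor; 16 h compound incubation. Luminescence end-point read 10 min after Bright-Glo addition at room temperature.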
# D2 antag = HTS Assay for Allosteric Antagonists of the Human D2 Dopamine Receptor: Primary Screen for Antagonists; HEK293 TREx D2 cells, calcium flux, dopamine EC80; 2% of 340,000 active; inhibition, % at 10 µM; D(2) dopamine receptor (Homo sapiens), P14416; in the data active = inhibition above about 30%; note: 0% is about no effect
#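 Dopamine at EC80 is the agonist stimulus; test compounds precede it by 180 s. Calcium flux read kinetically in a force-coupled, inducible HEK293 T-REx D2 cell line.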
# LDHA inh = qHTS assay for inhibitors of human lactate dehydrogenase. L-lactate dehydrogenase A chain (Homo sapiens), P00338. purified LDHA, NADH/diaphorase-resazurin fluorescence; active compounds read low. activity change, % (values are at about 110 or 230 µM). 0.15% of 480,000 active; in the data active = activity change below about -30%; inconclusive = mostly about -25% to -30%;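 note: plate controls were DMSO wells for no effect and wells without enzyme for full effect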
#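 Human LDH5 (2 nM) was incubated with 0.06 mM NADH and 0.2 mM pyruvate for 5 min at room temperature in Tris pH 7.4. Remaining NADH was coupled through diaphorase/resazurin, and resorufin fluorescence was read at 0 and 20 min.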
# * marks the source's active call; other numbers are inactive results; i = inactive; u = inconclusive; x = not tested or not shown; & = joins results of further samples; [ ] = dose if it differs, or a comment. Unless noted, calls come from the whole dose curve; as a rule, active = well fitted curve in the direction sought with a large enough effect; inconclusive = small, poorly fitted or top-dose-only effect, or another doubt; inactive = no such curve, though single readings can be large; an effect the other way counts as inactive or inconclusive. Only part of the results is shown (hit frequency here may not be typical).
SMILES,Vif-A3G inh,ALOX12 inh,ERG Ets-DNA blk,D2 agonist,RGS4 inh,Vif-APOBEC3F blk,GRP78 ERSR act,D2 antag,LDHA inh
C[C@@H]1CN([C@@H](C)CO)C(=O)CCCn2nncc2CO[C@H]1CN(C)Cc1cccc2c1OCCCO2,-5%,-11%,x,x,x,0%,-3%,x,-8
Cc1ccc(CN2CCC(CNC(=O)Nc3cccc(Cl)c3C)C2)cc1 (configuration not stated),10%,u,-4%,0.9,12%,12%,-4%,x,-6
COc1ccc(CCNC(=O)CSc2nnnn2-c2ccc(OC)c(OC)c2)cc1OC,-2%,13%,0%,-0.1,u,1%,-3%,7,-4
O=C(OCn1nnc2ccccc2c1=O)c1cc2ccccc2o1,3%,12%,8%,0.6,8%,-3%,-1%,69*,-7
COC(=O)c1ccc(-c2nc(CN3CCN(C(=O)c4ccco4)CC3)c(C)o2)cc1,0%,-7%,x,x,x,-7%,2%,x,-2
NC(=O)NC(=O)COC(=O)CCCSc1nc2ccccc2s1,-1%,7%,12%,-0.9,9%[11.4 µM],-1%,-16%,-6,2
CN1C(=O)N(C)c2ccc(C=O)c3cccc1c23,0%,-22%,-6%,3.7,-8%,11µM*,-5%,-7,23
CC(Oc1ccc(F)cc1)c1nnc(SCC(=O)N(c2ccccc2)C2CCS(=O)(=O)C2)o1 (configuration not stated),2%,-16%,-7%,x,7%,5%,-5%,x,1
COc1cccc(/C=C2\SC(=S)N(CCCC(=O)N3CCCCC3)C2=O)c1,1%,-3%,-3%,0.4,13%,3%,-10%,-7,-5
COc1cccc(C2=NOC(C(=O)N3CCN(Cc4ccccc4)CC3)C2)c1OC (configuration not stated),0%,-28%,-3%,0.2,2%,-1%,-3%,4,-5

# Part of the list above in another layout.
SMILES | Vif-A3G inh | ALOX12 inh | ERG Ets-DNA blk | D2 agonist | RGS4 inh | Vif-APOBEC3F blk | GRP78 ERSR act | D2 antag | LDHA inh
COc1ccc(CCNC(=O)CSc2nnnn2-c2ccc(OC)c(OC)c2)cc1OC | -2% | 13% | 0% | -0.1 | u | 1% | -3% | 7 | -4
O=C(OCn1nnc2ccccc2c1=O)c1cc2ccccc2o1 | 3% | 12% | 8% | 0.6 | 8% | -3% | -1% | 69* | -7
COC(=O)c1ccc(-c2nc(CN3CCN(C(=O)c4ccco4)CC3)c(C)o2)cc1 | 0% | -7% | x | x | x | -7% | 2% | x | -2
NC(=O)NC(=O)COC(=O)CCCSc1nc2ccccc2s1 | -1% | 7% | 12% | -0.9 | 9%[11.4 µM] | -1% | -16% | -6 | 2
CN1C(=O)N(C)c2ccc(C=O)c3cccc1c23 | 0% | -22% | -6% | 3.7 | -8% | 11µM* | -5% | -7 | 23
CC(Oc1ccc(F)cc1)c1nnc(SCC(=O)N(c2ccccc2)C2CCS(=O)(=O)C2)o1 (configuration not stated) | 2% | -16% | -7% | x | 7% | 5% | -5% | x | 1
COc1cccc(/C=C2\SC(=S)N(CCCC(=O)N3CCCCC3)C2=O)c1 | 1% | -3% | -3% | 0.4 | 13% | 3% | -10% | -7 | -5
COc1cccc(C2=NOC(C(=O)N3CCN(Cc4ccccc4)CC3)C2)c1OC (configuration not stated) | 0% | -28% | -3% | 0.2 | 2% | -1% | -3% | 4 | -5

# Further structures.
SMILES,Vif-A3G inh,ALOX12 inh,ERG Ets-DNA blk,D2 agonist,RGS4 inh,Vif-APOBEC3F blk,GRP78 ERSR act,D2 antag,LDHA inh
COCC1CCN(Cc2c(C(=O)N3CCOCC3)nc3c(C)cccn23)C1 (configuration not stated),1%,-15%,x,x,x,-2%,-2%,x,-2
NNc1ccc2c(C(F)(F)F)cc(C(F)(F)F)nc2n1,-17%,0%,-2%,1.4,-17%,u,0%,5,8
NS(=O)(=O)c1ccc(N=Nc2c[nH]c(=O)c(O)c2)cc1,2%,0%,59%[activator],2.9,u,u,7%,-6,50
COc1ccccc1C1CC(=O)Oc2cc(OC)c(OC)c(OC)c21 (configuration not stated),0%,6%,8%,x,3%,5%,-1%&2%,x,-1
CCC(=O)NCCc1nc2cc(NC(=O)c3cccc([N+](=O)[O-])c3)ccc2n1C,-1%,-11%,16%,0.0,4%,-2%,-5%,-5,1
O=C(CSc1nnc(-c2cccs2)o1)OC1CCCCC1,1%,8%,x,-1.4,-11%,2%,-4%,2,4
C/C(=N\NC(=O)c1ccc(F)cc1)c1ccc(N2CCOCC2)cc1,-4%,9%,2%,-0.1,15%,2%,-3%,-7,-2
COc1cccc(CC(=O)NNC(=O)CN(C)S(=O)(=O)c2ccc(C)cc2)c1,-1%,5%,2%,x,-2%,5%,-7%,x,-11
c1ccc(-c2ccc(Oc3cc(N4CCOCC4)nc(-c4ccccc4)n3)cc2)cc1,0%,10%,-8%,0.3,18%,0%,-7%,0,-4
CC(=O)NC1C(Oc2ccc(C)cc2)OC2COC(c3ccco3)OC2C1O (configuration not stated),-2%,8%,x,0.5,14%,-13%,-2%,-2,-8
CN(C)c1ccnc(Oc2ccc(Cl)cc2)c1C#N,3%,u,x,0.2,-9%,0%,5%,-19,0
CN(C)c1ccc(Nc2ncnc3ccc(Br)cc23)cc1,-1%,-11%,8%,-1.7,22%,-7%,1%,4,1
Cc1ccc(S(=O)(=O)Nc2cc(C(=O)NCCN(C)C)ccc2N2CCCC2)cc1,0%,-15%,3%,1.2,17%,-3%,-4%,-12,-15
O=C(O)c1c(C(=O)O)c(-c2ccc(Cl)c(Cl)c2)n2c1CSC2,-5%,u,7%,-0.7,-25%,1%,-1%,-4,u
CC(C)Nc1nc(NC(C)C)nc(OCCOC(=O)c2ccccc2)n1,0%,-14%,-8%,0.3,0%,5%,-7%,-2,2
COc1ccc(C(=O)NN2C(=O)C3C(c4ccccc4)C=CC(c4ccccc4)C3C2=O)cc1 (configuration not stated),0%,8%,-2%,1.7,-26%,3%,-2%,-18,2
O=C(CSc1nc(-c2ccccc2)[nH]c1-c1ccc(F)cc1)NC1CCCC1,-1%,-28%,11%,8.6,4%,6%,-4%,x,-18
CCCCOc1ccc(C(=O)NCC(=O)NNC(=O)c2ccco2)cc1,0%,3%,0%,x,-8%,12%,-3%,x,-4
O=c1cc(Cc2ccc([N+](=O)[O-])cc2)[nH]c(=O)[nH]1,-5%,3%,11%,x,-10%,-1%,1%,x,-3
Cn1cc(-c2cc3n(n2)CCC(=O)N3CCCC(=O)Nc2ccc(F)cc2F)c2ccccc21,-2%,-11%,-6%,2.0,-24%,3%,-3%,x,-5
Cc1ccc(C(C)C)c(OCC(=O)OCC(=O)NC2CCS(=O)(=O)C2)c1 (configuration not stated),3%,-1%,-7%,-0.4,31%,6%,-5%,6,-11
COc1ccc(C(=O)COC(=O)CCC(=O)Nc2ccc(C(C)=O)cc2)cc1,1%,-5%,14%,-0.4,-13%,7%,1%,2,-2
CCOC(=O)CSc1nc(C)cc(Oc2ccc(=O)n(C)n2)n1,1%,1%,-3%,0.5,-3%,1%,-2%,36*,-6
CCC(=O)N1CCC(NC(=O)Nc2ccc(OC(F)(F)F)cc2)CC1,0%,-6%,4%,2.3,-17%,-8%,-1%,11,0
Cc1c(C)c2ccc(OC(C)C(=O)N3CC[C@@]4(O)CCCC[C@H]4C3)cc2oc1=O (some centres not stated),1%,-1%,-8%,0.1,4%,11%,-1%,19,-3
CCCCn1c(O)c(/C=C/C=C/C=Nc2ccccc2)sc1=S,-9%,13µM*,107%[activator],2.0,u,u,u,-17,8
CCOC(=O)C(CCCOc1cccc(CC)c1)C(=O)OCC,2%,14%,1%,-0.1,-29%,0%,-2%,13,-1
O=C(COc1ccccc1Br)NC1CC1,-1%,i,-10%,-0.2,-24%,3%,3%,-22,0
O=C1c2ccccc2C(Nc2ccc3c(c2)OCO3)N1Cc1ccco1 (configuration not stated),-6%,-17%,12%,-1.3,-28%,1%,4%,15,11
CCOC(=O)c1ccc(NC(=O)c2cc3c(C)nn(-c4ccccc4Cl)c3s2)s1,0%,-4%,3%,0.2,-3%,1%,-3%,4,0
COc1ccc(S(=O)(=O)N2CCN(C(=O)Cc3cccs3)CC2)cc1,1%,-8%,-11%,0.2,-25%,3%,1%,-1,1
CS(=O)(=O)Nc1ccc(C(=O)Nc2ccc(S(=O)(=O)N3CCCCC3)cc2)cc1,3%,8%,-2%,1.4,-16%,-13%,-4%,19,-10
